APOBEC3G inh: APOBEC3G DNA deaminase inhibitors, primary screen, biochemical, fluorescence, single-stranded DNA substrate, uHTS; inhibition, % at 20 µM; 330,000 tested, 0.28% active; recombinant A3G, ssDNA deamination FAM/TAMRA fluorescence; DNA dC->dU-editing enzyme APOBEC-3G (Homo sapiens), Q9HC16;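 active = inhibition of at least 40% at 20 µM, with no more than 30% in the related APOBEC3A deaminase screen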;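 also: plate controls were DMSO wells with A3G for no effect and wells lacking A3G enzyme for full effect; some compounds called inactive have numbers as strong as hits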
GRIN3A LBD mod: binders of NR3A ligand-binding domain, primary screen, biophysical, differential scanning fluorimetry, uHTS | Glutamate receptor ionotropic, NMDA 3A (GRIN3A) ligand-binding domain | NR3A LBD differential scanning fluorimetry, Tm shift; 0% = protein alone, 100% = glycine-bound protein | Tm shift relative to glycine control, % at 25 µM | 340,000 tested, 2.5% active | AID 1259313, 2017;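 active = melting temperature shift of at least 10% of the positive control shift, at one fixed dose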
MPTP inh: mitochondrial permeability transition pore inhibitors, primary screen, biochemical, isolated mouse mitochondria, absorbance. Ca2+ swelling absorbance, 30 min. inhibition, % at 10 µM. 360,000 tested, 1.4% active. AID 602449, 2012;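 active = inhibition of 50% or more, scaled per plate between neutral and stimulator controls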;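 also: 0% = DMSO wells given calcium and 100% = 1 mM EGTA wells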
hIAP activ: human IAP activators, primary screen, biochemical, luminescence, uHTS. Intestinal-type alkaline phosphatase (Homo sapiens), P09923. purified human IAP, CDP-Star luminescence, 30 min; stronger effect = higher value; 1 = vehicle-only enzyme, 0 = enzyme-free background. activation factor at 10 µM. 330,000 tested, 0.16% active. AID 2524, 2010;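 active = activation factor of the enzyme at least 2-fold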; also: the source names both 10 and 20 µM as test concentration; values of inactives mirror those of a sister screen read the other way
Target sequence (P09923 whole entry, looked up): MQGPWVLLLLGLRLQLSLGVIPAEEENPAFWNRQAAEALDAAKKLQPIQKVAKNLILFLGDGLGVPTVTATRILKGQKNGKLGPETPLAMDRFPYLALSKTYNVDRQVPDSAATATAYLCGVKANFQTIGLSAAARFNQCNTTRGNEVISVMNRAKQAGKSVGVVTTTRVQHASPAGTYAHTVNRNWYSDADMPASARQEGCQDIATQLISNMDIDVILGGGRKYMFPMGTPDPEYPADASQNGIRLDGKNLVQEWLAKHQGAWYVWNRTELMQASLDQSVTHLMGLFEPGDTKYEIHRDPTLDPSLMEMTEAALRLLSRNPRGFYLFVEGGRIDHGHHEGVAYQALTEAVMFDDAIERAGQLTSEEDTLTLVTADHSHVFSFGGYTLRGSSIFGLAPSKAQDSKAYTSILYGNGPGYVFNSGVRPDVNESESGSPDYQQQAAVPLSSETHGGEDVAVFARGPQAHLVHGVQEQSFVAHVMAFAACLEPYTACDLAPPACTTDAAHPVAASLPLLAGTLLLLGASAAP
APOBEC3A inh: APOBEC3A ssDNA deaminase inhibitors, primary screen, selectivity assay for APOBEC3G inhibitor project, biochemical, FAM/TAMRA oligo cleavage fluorescence. DNA dC->dU-editing enzyme APOBEC-3A (Homo sapiens), P31941. recombinant A3A, FAM/TAMRA ssDNA deamination fluorescence. inhibition, % at 20 µM. 330,000 tested, 0.41% active;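 active = at least 40% inhibition at 20 µM here, with at most 30% in a related deaminase screen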;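 also: plate controls were A3A with DMSO for no effect and wells lacking A3A enzyme for full effect; some results filed as inactive read as strong as hits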
Target sequence (P31941 whole entry, looked up): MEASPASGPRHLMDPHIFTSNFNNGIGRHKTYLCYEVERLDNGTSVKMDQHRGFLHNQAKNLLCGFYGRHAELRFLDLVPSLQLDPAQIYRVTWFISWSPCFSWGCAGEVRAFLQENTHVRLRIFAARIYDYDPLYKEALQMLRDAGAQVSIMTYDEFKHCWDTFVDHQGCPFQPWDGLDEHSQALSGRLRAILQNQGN
hIAP block: human IAP inhibitors, primary screen, biochemical, luminescence, uHTS. Intestinal-type alkaline phosphatase (Homo sapiens), P09923. purified IAP, CDP-Star luminescence, 30 min. inhibition, % at 10 µM. 330,000 tested, 0.12% active. AID 2544, 2010;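 active = inhibition reaching a set limit with compound at 10 µM in the primary screen, cut at about 35% in these data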;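 also: plate controls were DMSO wells with enzyme for no effect and no-enzyme buffer wells for full effect; values of inactives mirror those of a sister screen read the other way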
mIAP block: inhibitors of mouse IAP, primary screen, biochemical, luminescence, uHTS | purified mouse IAP, CDP-Star luminescence, 30 min | intestinal alkaline phosphatase [Mus musculus] | AID 2806, 2010 | 330,000 tested, 0.2% active | inhibition, % at 10 µM;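 active = inhibition of at least 40% at 10 µM in the primary screen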;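 also: plate controls were DMSO with enzyme for no effect and no enzyme wells for full effect; values of inactives mirror those of a sister screen read the other way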
mIAP act: activators of mouse IAP, primary screen, biochemical, luminescence, uHTS; intestinal alkaline phosphatase [Mus musculus]; muIAP, CDP-Star luminescence, 30 min; stronger effect = higher value; 1 = vehicle-only enzyme signal, 0 = enzyme-free wells; activation factor at 10 µM; 330,000 tested, 0.24% active;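 active = activation factor of at least 2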; also: the source names both 10 and 20 µM as test concentration; values of inactives mirror those of a sister screen read the other way
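Assay system: mouse IAP enzyme; reagent: chemiluminescent substrate CDP-Star; dosing: test compounds delivered from DMSO solution; schedule: 30 min at room temperature; measured by: luminescence from enzymatic CDP-Star hydrolysis; controls: DMSO-only wells and no-enzyme negative control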
beta cell repl: inducers of MIN6 beta-cell proliferation, primary screen, ATP luminescence, uHTS; MIN6 cells proliferation, ATPlite luminescence, 48 h; cells starved in 0.2% serum; 100% = growth in 10% serum; proliferation, % at 10 µM; 330,000 tested, 0.29% active;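 active = compounds whose signal lies at least 3.5 SD above the mean of all wells on their plate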;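 also: 0% = DMSO-treated cells in low-serum medium and 100% = 10% serum control; some compounds called inactive have numbers as strong as hits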
* marks the source's active call; other numbers are inactive results; x = no result given.

The line under a structure holds: APOBEC3G inh	GRIN3A LBD mod	MPTP inh	hIAP activ	APOBEC3A inh	hIAP block	mIAP block	mIAP act	beta cell repl
> Cn1c(=O)n(Cc2ccccc2)c(=O)c2c1nc(NCC1CCCO1)n2Cc1ccccc1 (stereo not given)
→ 2	-1	-2.4	0.97	2	3	-6	1.1	0
> O=C(NCCO)C1(c2ccccc2)CCCC1
→ -5	2	-2.5	1.1	-3	-6	-7	1.1	0
> O=c1c2ccccc2c2ccccc2c(=O)n1Cc1ccco1
→ -5	2	-0.1	0.83	-2	17	9	0.91	-2
> Cc1ccc(C)c(N2N=C(C(=O)Nc3ccc(N4CCOCC4)cc3)CCC2=O)c1
→ -10	1	-1.3	1.1	-2	-10	5	0.95	-4
> COC(=O)c1c(NC(=O)C(C)(C)C)sc2c1CCN(Cc1ccccc1)C2
→ 5	5	-0.2	0.95	-1	5	7	0.93	-1
> O=C(CN1C(=O)CCC1=O)NC(=O)NC1CCCC1
→ -2	-2	0.4	1.1	-2	-7	0	1	-2
> CC1CCN(C2CC(=O)N(c3ccc(Br)cc3Br)C2=O)CC1 (stereo not given)
→ -4	-2	2.3	1	-1	-2	4	0.96	1
> Cc1ccc2nc(C)c(C(=O)N/N=C/c3cccc([N+](=O)[O-])c3)cc2c1
→ -2	-8	-0.6	1	-1	0	12	0.89	-3
> CCc1ccc[n+](-c2nc3ccccc3nc2C(=C=[N-])C#N)c1
→ -10	0	-0.1	0.91	-6	9	11	0.89	2
> O=C(c1c[nH]c2ccccc12)N1CCOCC1
→ -3	1	-1.6	0.82	-4	18	-5	1.1	3
> COC(=O)c1cc2oc(C)cc2n1CC(=O)Nc1cc(C)cc(C)c1
→ -3	x	1.7	1	-3	-3	-22	1.2	-1
> O=C(CN1CCOCCOCCOCCOCC1)Nc1ccccc1
→ -6	-14	-1.0	0.97	-3	3	2	0.98	-3
> C=C(C)C1CCC(C)=C1CC(C)(C)/C=N\n1cnnc1 (stereo not given)
→ -7	2	4.5	1.1	-4	-7	-8	1.1	-2
> Cc1ccc(C)c(OCC(=O)Nc2ccc(S(=O)(=O)Nc3onc(C)c3C)cc2)c1
→ 2	-15	-0.8	0.87	1	13	-3	1	0
> Cc1cnc(=O)[nH]c1SCc1ccccc1F
→ -6	-1	0.5	1.3	-5	-27	-6	1.1	-4

The line under a structure holds: APOBEC3G inh	GRIN3A LBD mod	MPTP inh	hIAP activ	APOBEC3A inh	hIAP block	mIAP block	mIAP act	beta cell repl
> CN(CCCNC(=O)C1CCN(S(=O)(=O)N2CCC3(CC2)OCCO3)CC1)Cc1ccccc1
→ -4	x	-0.1	0.91	0	9	-1	1	4
> CCOC(=O)c1c(C)[nH]c(C(=O)C(C)Sc2ccc(Cl)cc2)c1C (stereo not given)
→ 2	-5	12	0.99	4	1	-7	1.1	-4
> Cc1ccc2c(cnn2C(=O)CCCC(=O)NCc2ccc(F)cc2)c1
→ -10	-2	-0.9	0.98	0	2	-2	1	-1
> CC(C)C(=O)Nc1nnc(SCC(=O)NC2CCCC2)s1
→ -7	1	-0.9	1	-4	-2	-12	1.1	-2
> Cc1cccc(OCC(=O)Nc2ccc3nc(C)sc3c2)c1
→ -4	3	-1.7	1.1	8	-10	-27	1.3	6
> CN(CC(=O)Nc1ccccc1Cl)C(=O)c1ccc(N2C(=O)CCC2=O)cc1
→ -3	1	-1.6	0.9	0	10	4	0.96	6
> COc1cccc(C(=O)Cn2c(NCCO)nc3ccccc32)c1
→ -10	2	-1.7	0.94	-4	6	10	0.9	-1
> COc1ccc(Cc2nc(-c3ccc(-n4cccc4)cc3)no2)cc1OC
→ -5	0	0.7	0.95	0	5	-3	1	-2
> CCN(CC)C(=O)c1cn(CCC#N)nc1-c1ccc2c(c1)OCCO2
→ -7	-2	-1.7	1.2	-9	-20	-24	1.2	1
> O=C(CN1C(=O)c2cccc3cccc1c23)N1CCN(c2ccc(F)cc2)CC1
→ -1	1	0.9	0.95	-2	5	13	0.87	-2
> COc1ccc(-c2onc3ccc(C(=O)/C=C/N(C)C)cc23)cc1
→ -8	-6	0.9	0.85	-5	15	2	0.98	-3
> COc1cc(SC)ccc1C(=O)NCCCn1ccnc1
→ -1	-2	-0.5	1	-5	0	0	1	-3
> CC(C)=CC1C(C(=O)Nc2ccc(S(=O)(=O)N3CCOCC3)cc2)C1(C)C (stereo not given)
→ -12	x	1.6	0.99	-3	0	-30	1.3	0
> COc1ccc(COc2ccsc2C(=O)Nc2ccc(Cl)c(Cl)c2)cc1
→ -3	6	2.7	0.98	1	2	4	0.96	-3
> CN(CC(=O)O)S(=O)(=O)c1ccc2oc3ccccc3c2c1
→ -7	1	0.1	1.1	-2	-8	0	1	-4

The line under a structure holds: APOBEC3G inh	GRIN3A LBD mod	MPTP inh	hIAP activ	APOBEC3A inh	hIAP block	mIAP block	mIAP act	beta cell repl
> Cc1cc(C)c(C)c(S(=O)(=O)N2CCN(c3ccc(O)cc3)CC2)c1C
→ -3	-9	2.6	1.1	-3	-5	-13	1.1	-4
> COc1ccc(CN(C)C(=O)COC(=O)c2c(-c3ccccc3Cl)noc2C)cc1
→ -5	0	-0.6	1	-4	-4	-2	1	3
> O=C(Nc1ccc(F)cc1)c1oc2ccccc2c1NC(=O)C1CC1
→ -4	-6	-2.0	1.1	-3	-7	10	0.9	4
> O=C(Cc1cccs1)NCc1ccco1
→ -5	1	8.6	0.96	0	4	3	0.97	0
> CC1=C(C(=O)OCC(Cl)(Cl)Cl)N2C(=O)C(NC(=O)Cc3ccccc3)C2SC1 (stereo not given)
→ -7	-1	-0.9	1	-5	-3	-12	1.1	2
> COc1cc(/C=N/NC(=O)c2cccc3ccccc23)cc(OC)c1O
→ -4	-1	-0.8	0.96	3	4	6	0.94	1
> CCOc1ccc(CN2CCN(Cc3cccc4nonc34)CC2CCO)cc1 (stereo not given)
→ -7	-4	-2.0	1	-2	-2	8	0.92	-1
> COc1cc(OC)cc(C(=O)NC(C)CCc2ccccc2)c1 (stereo not given)
→ -6	2	-0.1	1.2	-3	-17	-10	1.1	-1
> COc1ccc(S(=O)(=O)N(C)c2ccc(C(=O)NC3CC3)cc2)cc1
→ -7	-1	-3.0	1.1	-3	-14	-5	1	1
> C/C(=N\NC(=S)NCc1ccccc1)c1ccccc1
→ -7	2	2.6	0.94	-2	6	1	0.99	-3
> CSc1ccc(-c2sc(Nc3ccccc3)n[n+]2-c2ccc(F)cc2)cc1
→ -12	0	x	0.74	-7	26	-7	1.1	3
> CCOC(=O)C1CCC2(CC1)C(C#N)=C(N)Oc1n[nH]c(C)c12 (stereo not given)
→ -7	1	1.1	1.2	-6	-15	-4	1	-4
> COc1ccc(C(NC(=O)CN2C(=O)NC3(CCc4ccccc43)C2=O)c2ccc(OC)cc2)cc1 (stereo not given)
→ -12	2	-0.5	0.91	4	9	6	0.94	-2
> COc1ccc(NC(=O)Nc2ncccc2C)cc1
→ -9	-1	0.0	1.1	-1	-6	-13	1.1	-3
> COc1cccc(NC(=O)C(OC(=O)c2ccc([N+](=O)[O-])o2)c2ccccc2)c1 (stereo not given)
→ -3	0	4.2	1.2	-1	-18	-1	1	-3

Seven entries drawn at random from those above:
The line under a structure holds: APOBEC3G inh	GRIN3A LBD mod	MPTP inh	hIAP activ	APOBEC3A inh	hIAP block	mIAP block	mIAP act	beta cell repl
> COc1ccc(C(NC(=O)CN2C(=O)NC3(CCc4ccccc43)C2=O)c2ccc(OC)cc2)cc1 (stereo not given)
→ -12	2	-0.5	0.91	4	9	6	0.94	-2
> O=C(Nc1ccc(F)cc1)c1oc2ccccc2c1NC(=O)C1CC1
→ -4	-6	-2.0	1.1	-3	-7	10	0.9	4
> Cc1cc(C)c(C)c(S(=O)(=O)N2CCN(c3ccc(O)cc3)CC2)c1C
→ -3	-9	2.6	1.1	-3	-5	-13	1.1	-4
> CC1=C(C(=O)OCC(Cl)(Cl)Cl)N2C(=O)C(NC(=O)Cc3ccccc3)C2SC1 (stereo not given)
→ -7	-1	-0.9	1	-5	-3	-12	1.1	2
> COc1ccc(S(=O)(=O)N(C)c2ccc(C(=O)NC3CC3)cc2)cc1
→ -7	-1	-3.0	1.1	-3	-14	-5	1	1
> COc1cc(/C=N/NC(=O)c2cccc3ccccc23)cc(OC)c1O
→ -4	-1	-0.8	0.96	3	4	6	0.94	1
> COc1ccc(NC(=O)Nc2ncccc2C)cc1
→ -9	-1	0.0	1.1	-1	-6	-13	1.1	-3

Additional compounds.
The line under a structure holds: APOBEC3G inh	GRIN3A LBD mod	MPTP inh	hIAP activ	APOBEC3A inh	hIAP block	mIAP block	mIAP act	beta cell repl
> O=C1CCC(=O)N1c1ccc(S(=O)(=O)Nc2cccc([N+](=O)[O-])c2)cc1
→ 4	-1	-0.1	1	3	-1	-8	1.1	-1
> Cc1cc(=O)[nH]c(N2CCCC2)n1
→ -2	0	-0.3	0.96	1	4	-3	1	2
> Cc1ccc(Oc2ccc(Cl)cc2NC(=O)c2ccc(F)cc2F)cc1
→ -5	0	-0.8	1	2	-4	7	0.93	-4
> CSc1nnc(NC(=O)c2cccc(S(=O)(=O)N3CCOCC3)c2)s1
→ -1	4	-1.1	1	0	0	1	0.99	-1
> CCc1ccc(NC(=O)C(C)Sc2nc(-c3ccco3)c(C#N)c(=O)[nH]2)cc1 (stereo not given)
→ -6	-4	1.6	1.1	0	-6	6	0.94	-3

High-throughput results: PubChem, Sanford-Burnham Center for Chemical Genomics

Random draw from the library, and some 5% of all compounds hit somewhere here.
